# A549 tox – kills or reduces viability of A549 cells in Nrf2 counter-screen; Potency, µM (doses to about 46 µM), for the others: at the top dose activity change, negative = cytotoxicity, most hits filed as inhibitors; A549 ARE-Fluc cells, CellTiter-Fluor viability, 18-24 h; 390,000 tested, 0.16% active; also: potency is read from the fitted curve at half-maximal effect; % is scaled to controls: 0 for no effect and ±100 for the full control effect
#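 Cytotoxicity counterscreen: CellTiter-Fluor fluorescence was measured in A549 ARE_Fluc cells after 18-24 h of compound exposure in a concentration series. The subsequent BugLite luminescent read reports ARE-luciferase activity.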
# Akt phos inh – blocks phosphorylation of Akt | activity change, % for hits at 50 µM | Neuro2A IGF-stimulated pAkt S473 HTRF, 20 min; active compounds read low | 360,000 tested, 0.32% active; in the data active = activity change below about -80%; inconclusive = mostly about -51% to -80%; also: % is scaled to controls: 0 for no effect and ±100 for the full control effect
#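 Neuro2A cells in DMEM with 0.5% FBS, overnight at 37 deg C, given compound at single 50 µM final, then IGF (6 nM final) for 20 min at 37 deg C. Lysed; phospho-Akt Ser473 by HTRF after 24 h, 665/615 ratio.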
# ATXN viability – cell viability loss in ATXN counter-screen; 400,000 tested, 0.49% active; Potency, µM (doses to about 56.7 µM), most hits filed as cytotoxic; S2 cells (HEK-293 line with an ATXN2-luciferase reporter) viability, CellTiter-Fluor protease fluorescence, 24 h; also: potency is read from the fitted curve at half-maximal effect; nearly all actives have a fitted effect of over 40% in size
# CCT modulator – changes cytosolic chaperonin activity; activity change, % (concentration not given with the values), hits read low; purified chaperonin ATPase assay, HTRF ADP detection, 30 min; 360,000 tested, 0.3% active; AID 651819; in the data active = activity change below about -30%; also: % is scaled to controls: 0 for no effect and ±100 for the full control effect
#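 TRiC (40 or 20 nM final, by batch activity) in 30 mM Tris pH 7.4, 100 mM KCl, 5 mM MgCl2, 1 mM DTT was treated with compound at 76 uM single dose, then 10 uM ATP, 30 min at 37 °C. ADP was read by HTRF Transcreener.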
# MmCpn inh – blocks the Methanococcus maripaludis chaperonin Mm-Cpn | purified Mm-Cpn ATPase, ADP Transcreener TR-FRET | Potency, µM (top dose mostly 76.9 µM), for inactives: at the top dose activity, negative = inhibition, usual class: inhibitors | 330,000 tested, 0.031% active | AID 504842; also: potency is read from the fitted curve at half-maximal effect; % is scaled to controls: 0 for no effect and ±100 for the full control effect; nearly all actives have a fitted effect of over 80% in size
#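 Eu-cryptate anti-ADP/ADP-d2 competition gives a ratio inversely related to ADP. Enzyme at 25 nM was pre-exposed to compound for 10 min, then given 10 uM ATP for 30 min, 37°C throughout.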
# Nrf2 ARE act – activates Nrf2 signaling; AREc32 ARE-luciferase reporter (MCF7-derived line), luminescence, 24 h; Potency, µM (titrated, usually from 46.1 µM), without a hit: at the top dose activation, most hits filed as activators; 410,000 tested, 0.31% active; also: potency is read from the fitted curve at half-maximal effect; % of control where 0% means no effect; nearly all actives have a fitted effect of over 65% in size
#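 ARE-driven firefly luciferase activity in AREc32 cells measured after a 24 hr compound exposure at 37 deg C, using Steady-Glo reagent and a 30 min room-temperature hold.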
# TGFb SMAD3 inh – blocks TGF-b signaling | HepG2 CAGA-GFP TGF-b/SMAD3 reporter, GFP fluorescence, 18 h; TGF-beta stimulated, 500 pg/mL final | Potency, µM (doses to about 46.1 µM), for inactives: top-dose activity, negative = inhibition, most hits filed as inhibitors | 410,000 tested, 1.2% active; also: potency is read from the fitted curve at half-maximal effect; % is scaled to controls: 0 for no effect and ±100 for the full control effect; nearly all actives have a fitted effect of over 65% in size
#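 Inhibition was scored as loss of TGF-beta-induced (500 pg/mL final, 18 hours, 37 degrees C) GFP in HEPG2 cells carrying a CAGA-GFP reporter, in DMEM with 1% FBS. Well GFP was summed per cell; Activity was normalised to unstimulated and stimulated DMSO wells, then concentration-response fitting.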
# Nrf2 inh – blocks Nrf2 signaling. A549 ARE-Fluc reporter, luciferase luminescence, 18-24 h. Potency, µM (top dose mostly 46 µM), without a hit: top-dose activity change, negative = inhibition, usual class: inhibitors. 360,000 tested, 2.1% active; also: potency is read from the fitted curve at half-maximal effect; % is scaled to controls: 0 for no effect and ±100 for the full control effect; nearly all actives have a fitted effect of over 60% in size
#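 In this cell-based qHTS, ARE-driven firefly luciferase in A549 cells reports Nrf2 activity; the luminescent signal after BugLite lysis is the measured value, with a prior CellTiter-Fluor read for cell health.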
# HepG2 viability – kills HepG2 cells in TGF-b inhibitor counter-screen. HepG2 CAGA-GFP viability, ATP luminescence, 18 h. Potency, µM (highest dose often 46.1 µM), for inactives: top-dose activity change, negative = cytotoxicity, most hits filed as cytotoxic. AID 588856. 410,000 tested, 0.76% active; also: potency is read from the fitted curve at half-maximal effect; some results filed as inactive show a strong effect at the top dose
#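 CellTiter-Glo luminescence gave cytotoxicity after 18 hours at 37 degrees C. The cells were HepG2 CAGA-GFP in 1% FBS DMEM, stimulated with 500 pg/mL TGF-beta after compound addition. %Activity was normalised to no-cell wells (complete cell-killing) and DMSO (no toxicity), and curves were fitted and classified.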
# * hit, by the source's call; i = inactive; ? = inconclusive; nt = not tested or not shown; & = joins results of further samples; [ ] = remark or other dose. Unless noted, calls follow the shape of the dose curve; as a rule, active = well fitted curve in the direction sought with a large enough effect; inconclusive = small, poorly fitted or top-dose-only effect, or another doubt; inactive = no such curve, though single readings can be large; an effect the other way counts as inactive or inconclusive.
SMILES,A549 tox,Akt phos inh,ATXN viability,CCT modulator,MmCpn inh,Nrf2 ARE act,TGFb SMAD3 inh,Nrf2 inh,HepG2 viability
CNC(=O)c1csc(-c2ccc(Cl)cc2)n1,-0.2%,i,i,-0.3,-2.2%,4.3%,-12.1%,-7.9%,-8.7%
COc1ccc(Nc2nc3ccccc3c(=O)[nH]2)cc1,0.6%,i,i,-2.9,-0.5%,0.4%,-7.3%,-16.1%,-6.5%
COc1ccc(Nc2ncc3c(n2)CCN(Cc2cccc(F)c2F)C3)c(OC)c1,-0.4%,nt,i,nt,nt,-0.9%,-12.2%,nt,-1.9%
Cc1ccccc1NS(=O)(=O)c1cc(C(=O)Nc2ccccc2-c2ccccc2)ccc1Cl,6.0%[1.84 µM],i,i,-1.6,-7.5%,0.3%,?,?,-35.3%
CC(C)(C)NC(=O)COC(=O)C1c2ccccc2Oc2ccccc21,-2.4%,i,i,0.1,-0.2%,3.1%,-10.3%,8.0%,-10.7%
CCOC(=O)c1cnn(-c2c(Cc3ccccc3)c(C)nc3c(-c4ccccc4)c(C)nn23)c1N,-8.9%,i,i,-0.8,-2.7%,0.5%,17.7%,?,-8.8%
CCOC(=O)c1cnc(-c2ccccc2)nc1Oc1ccc(Cl)c(Cl)c1,-1.2%,i,i,-3.6,0.0%,0.4%,9.8%,nt,2.0%
CCOC(=O)C1CCN(S(=O)(=O)c2cccc(-c3cn4cccc(C)c4n3)c2)CC1,2.7%,i,i,0.0,0.8%,-0.2%,0.0%,-3.8%,-8.3%
Cn1cc(S(=O)(=O)N2CCOCC2)cc1C(=O)Nc1cccc(C#N)c1,-0.3%,nt,i,nt,nt,7.0%,-20.5%,nt,-3.0%
CCN(CC)S(=O)(=O)c1ccc2oc(SCC(=O)NCc3ccccc3)nc2c1,-4.3%,i,i,-1.0,0.1%,0.1%,-18.5%,-15.6%,-12.2%
CC(=O)Nc1ccc2nc(NC(=O)c3ccco3)sc2c1,-2.0%,i,i,-3.1,-0.1%,?,31.9%[activator],?,-42.8%
CC(=O)Nc1cc2c(cc1Cl)-c1ccccc1C2O (stereo not drawn),2.3%,i,i,-1.6,nt,19.0%,5.4%,27.1%,4.2%
O=C(C1CCN(c2ncnc3c2nc2n3CCCCC2)CC1)N1CCN(c2ccc(Cl)cc2)CC1,0.1%,nt,nt,nt,nt,-0.1%,3.5%,-23.7%,8.0%
CCOC(=O)c1c(C)[nH]c(C(=O)OCC(=O)N(CC(C)C)C2CCS(=O)(=O)C2)c1C (stereo not drawn),10.9%,i,i,-1.0,1.7%,2.0%,-1.7%,0.2%,-10.7%
CN1/C(=C\C(=O)c2cccc([N+](=O)[O-])c2)Sc2ccccc21,0.2%,i,i,0.3,0.4%,?,2.6%,13.2%,4.4%
O=C(O)c1ccc(Nc2ccc3nonc3c2[N+](=O)[O-])cc1,-22.9%,i,?,-0.9,-1.9%,-0.5%,-0.3%,0.0%,-1.6%
CCCCSc1ncnc2c1sc1nc(N3CCOCC3)c3c(c12)CCCC3,-4.7%,nt,i,nt,nt,2.5%,4.5%,6.8%,-16.7%
COc1ccc([C@@H]2[C@@H]3C(=O)N(C(C)(C)C)C(=O)[C@@H]3[C@]3(C)C(=O)N(c4ccc(C)cc4)C(=O)N23)cc1,-8.6%,i,i,0.8,-0.1%,0.1%,-0.2%,-14.6%,5.5%
Cc1cc(F)c(F)c(C(=O)N2C(C)CCCC2C)c1Cl (stereo not drawn),-13.2%,i,i,0.3,0.4%,-0.7%,4.3%,-17.7%,-7.1%
O=S(=O)(Nc1c(O)ccc2ccccc12)c1ccc(F)cc1,-7.1%,i,i,1.2,nt,3.3%,-16.2%,-0.5%,-2.9%
C[C@@H]1C(=O)O[C@H]2C[C@@]34[C@H]5C[C@@H](C(C)(C)C)[C@]36[C@@H](OC(=O)[C@@H]6O)O[C@@]4(C(=O)O5)[C@]21O,0.1%,i,i,0.2,0.6%,-0.8%,8.2%,18.4%,19.8%
CCOC(=O)c1cc(-c2ccc(F)cc2)nc2c1c(=O)[nH]c(=O)n2Cc1ccccc1,-2.2%,i,i,0.4,0.4%,0.3%,-43.5%,-5.5%,-18.8%
COC1=C(Br)C(=O)c2nc(C)ccc2C1=O,nt,i,?,-2.0,nt,-0.8%,?,nt,-42.7%
N#Cc1ccc(NC(=O)C2=COCCO2)cc1,13.1%,i,i,4.1,-0.4%,5.5%,7.1%,2.9%,-18.4%
CCOC1=C2CN(S(=O)(=O)c3ccc(C)cc3)[C@H](c3ccccc3)C[C@H]2n2c(=O)n(-c3ccccc3)c(=O)n2C1,nt,i,?,-2.6,nt,0.4%,-9.3%,nt,-3.4%
CN(C)CCCNc1ncnc2c1cnn2Cc1ccccc1Cl,26.0%,i,i,-0.6,-5.5%,-0.2%,16.2%,-22.0%,-10.1%
Cc1ccc(NS(=O)(=O)c2ccc3c(c2)NC(=O)CCS3)cc1C,0.6%&-6.2%,i,?,1.5,1.3%,0.1%&-1.1%,?,?,-50.8%&-32.7%
Cc1ccc(-c2cc(C(=O)Oc3ccccc3Cl)no2)cc1C,-1.4%,nt,nt,nt,nt,0.5%,23.2%,12.8%,3.0%
CCN(CC)Cc1cc(CCNC(=O)c2ccc(Cl)cc2)ccc1O,17.7%,i,i,1.6,-0.2%,0.8%,-28.9%,7.2%,-55.2%
CCOc1ccc(CNC(=O)c2ccc(NC(=O)N3CCCCc4ccccc43)cc2)cc1OC,0.2%,nt,i,nt,nt,3.8%,-12.8%,?,-0.8%
COc1ccc(OC(=O)CN2C(=O)C3C4CCC(C4)C3C2=O)cc1 (stereo not drawn),-0.2%,i,i,1.0,0.9%,0.2%,-7.1%,12.0%,-4.0%
Cc1cc(N/N=C/c2cccc(F)c2)nc(NCc2ccccc2)n1,-8.8%,i,?,2.3,0.3%,3.7%,?,?,-29.3%
CC(=O)Nc1ccc(-c2ccnc3c2CC(C)(C(=O)Nc2ccc(F)c(Cl)c2)O3)cc1 (stereo not drawn),nt,i,?,0.0,nt,-0.9%[9.22 µM],-27.4%,nt,0.1%
CC(=O)N(c1ccc(C)cc1)c1nc(C)cc(C)c1C#N,1.7%,i,i,-0.7,-0.9%,-0.7%,23.1%,11.3%,3.1%
Fc1ccc(N2CCN(Cc3cn[nH]c3-c3ccccc3)CC2)cc1,-1.3%,i,i,-1.0,0.2%,1.1%,-22.2%,-1.0%,-103.3%
CCOc1ccc(CN2C(=O)c3ccccc3Sc3ccc(C(=O)NCCc4ccccc4)cc32)cc1,-1.9%,nt,i,nt,nt,0.2%,0.0%,3.8%,-7.5%
CCOC(=O)c1cc2c(ccn2C)n1CC(=O)N1CCN(c2ccc(F)cc2)CC1,-5.4%,nt,i,-1.6,-0.6%,0.0%,5.4%,8.9%,1.9%
S=C(NCc1ccco1)N1CCN(Cc2ccc(Cl)cc2Cl)CC1,-16.4%,i,i,-0.4,-0.7%,3.8%,?,?,1.5%
COc1ccc(-c2noc(CCC(=O)N3CCN(c4ccccc4F)CC3)n2)cc1,3.8%,i,i,-1.1,0.6%,3.9%,?,7.1%,-25.7%
Cc1nn(C)c2c1c(-c1ccccc1)cc(=O)n2CC(=O)NC(C)c1ccccc1 (stereo not drawn),0.8%,nt,?,nt,nt,0.8%,-7.8%,?,-2.7%
CC(=O)c1cccc(NC(=O)N2CCCC2C(=O)Nc2ccccc2C)c1 (stereo not drawn),-0.6%,i,i,0.9,0.5%,-0.5%,-2.6%,-0.3%,-3.4%
CCOC(=O)c1ccc(NC(=O)CC2Nc3cccc4cccc(c34)NC2=O)cc1 (stereo not drawn),-5.1%,nt,nt,nt,nt,-5.7%,?,-12.0%,-91.1%
Cc1csc(=NC(=O)c2ccccc2)n1C,0.4%,i,i,-1.1,1.1%,3.7%,-2.1%,?,-24.7%
O=C(CNC(=O)C1CCCCC1)OCc1ccccc1,0.0%,nt,nt,nt,nt,nt,3.5%,3.8%,3.3%
COc1ccc(OC)c(CCNC(=O)C(C)n2nc(C)c3c(C)n(-c4ccc(C)cc4)nc3c2=O)c1 (stereo not drawn),?,i,?,0.1,-2.9%,-0.8%&-0.6%,?,6.51µM*,-20.6%&-7.7%
Cc1nc2c(OCc3cccc(Cl)c3)cccn2c1N(C)CC1CC1,nt,i,?,-5.7,nt,0.3%[9.22 µM],-16.2%,nt,-32.8%
CC(O)(c1ccccc1)C(c1ccccc1)C1CCCCN1 (stereo not drawn),-14.7%,i,i,-0.1,0.3%,0.9%,15.6%,-10.7%,1.7%
O=C(CN(Cc1ccccc1Cl)C(=O)c1csnn1)NC1CCCC1,-0.3%,i,i,-0.8,-0.9%,1.4%,-0.3%,-16.8%,-13.7%
Cc1ccc(CNC(=O)CCC(=O)N2CC(C)Oc3ccc(Cl)cc32)cc1 (stereo not drawn),-13.8%,i,i,-0.4,-2.3%,-1.3%,-1.0%,1.7%,-3.5%
O=C1CSC(=S)N1/N=C/c1c(F)cccc1F,-12.4%,i,i,0.4,1.0%,4.9%,5.0%,-8.1%,-0.3%
C=CCn1c(-c2ccccc2)cc(SC)c(C#N)c1=O,-1.4%,i,i,-2.2,2.3%,-0.1%,5.6%,-7.9%,2.0%
CCC1Sc2ccccc2N(CC(=O)NCc2ccccc2OC)C1=O (stereo not drawn),0.4%,nt,i,-0.9,-0.2%,-0.9%,-19.1%,nt,-12.2%

# Assay outcomes from PubChem.
